SENP7 inh = blocks the human protease SENP7; inhibition, % at 5 µM; recombinant SENP7, Z-RLRGG-aminoluciferin luminescence, 40 min; actives 1.5% (n = 330,000); AID 434973; Q9BQF6;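 active means inhibition above about 50% at the single test dose, limit read from the data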;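 further: plate controls were DMSO with enzyme for no effect and no enzyme buffer wells for full effect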
Target sequence (Q9BQF6 706-1050 limits assumed): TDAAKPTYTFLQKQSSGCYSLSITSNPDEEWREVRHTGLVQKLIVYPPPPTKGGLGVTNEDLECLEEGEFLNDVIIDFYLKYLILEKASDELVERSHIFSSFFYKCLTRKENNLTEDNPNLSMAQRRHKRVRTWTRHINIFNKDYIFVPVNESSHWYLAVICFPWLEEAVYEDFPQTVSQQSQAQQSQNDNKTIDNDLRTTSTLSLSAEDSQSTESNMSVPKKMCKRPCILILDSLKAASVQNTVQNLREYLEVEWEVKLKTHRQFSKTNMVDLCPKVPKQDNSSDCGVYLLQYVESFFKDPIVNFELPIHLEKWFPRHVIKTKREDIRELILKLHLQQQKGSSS
SENP1 inh = inhibitors of human SENP1 SUMO protease catalytic domain; Q9P0U3; recombinant SENP1 catalytic domain, CyPet-SUMO1-YPet FRET cleavage; inhibition, % at 10 µM; actives 0.21% (n = 360,000); AID 624204;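 active means inhibition at least 30% at 10 µM, raw YFP signal under a set limit, fluorescence ratio 0.5 to 1.5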;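 further: 0% = enzyme with DMSO and 100% = no enzyme wells; some results filed as inactive read as strong as hits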
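System: Recombinant human SENP1 catalytic domain, His6-tagged | Incubation: Enzyme reaction for 50 min at room temperature, dark | Medium: Tris pH 8 with BME, BSA, NP40 and catalase | Also added: 25 nM SUMO1 FRET substrate | Compound: 10 µM single point, 0.5% DMSO | Measured by: FRET fluorescence in CFP and YFP emission channels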
PfGluPho inh = PfG6PD (Plasmodium falciparum) enzyme inhibition; PfGluPho enzyme, NADPH resazurin-diaphorase fluorescence; inhibition, % at 20 µM; actives 0.78% (n = 350,000); AID 504690;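 active means inhibition reaching at least a set limit at 20 µM in the primary screen, cut at about 59% in these data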;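 further: 0% = DMSO wells with substrate and 100% = DMSO wells lacking glucose-6-phosphate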
NLRP3 yeast inh = NALP3 inhibition in yeast; inhibition, % at 10 µM; Yeast reconstituted NLRP3/ASC/caspase-1, beta-gal luminescence, 24 h; actives 0.39% (n = 330,000);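 active means inhibition of 50% or more; inactive means inhibition below 50%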;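 further: plate controls were induced DMSO wells for no effect and uninduced yeast grown without galactose for full effect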
SENP6 inh = blocks the human protease SENP6; AID 2599; Recombinant SENP6 catalytic domain, aminoluciferin luminescence; inhibition, % at 10 µM; actives 1.8% (n = 330,000);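 active means inhibition above about 50% at the single tested dose, limit read from the data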;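 further: plate controls were DMSO wells with enzyme for no effect and DMSO wells lacking enzyme for full effect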
Apaf1 inhib = human Apaf-1 inhibition; O14727; reconstituted apoptosome caspase-3 activity, DEVD-Rh110 fluorescence; inhibition, % at 20 µM; actives 0.71% (n = 330,000); AID 489030; active means inhibition of at least 40% at 20 µM;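 further: plate controls were DMSO wells for no effect and DEVD-CHO caspase inhibitor wells for full effect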
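detection = Rh110 fluorescence intensity | test system = biochemical Apaf-1 apoptosome reconstitution | also added = cytochrome c and DEVD-Rh110 substrate | schedule = 30 min plus 50 min, RT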
SENP8 block-1 = inhibitors of human SENP8 protease | purified SENP8, Z-RLRGG-aminoluciferin cleavage, luminescence | inhibition, % at 10 µM | Q96LD8 | AID 2540 | actives 1.2% (n = 330,000); in the data active means inhibition above about 50%
Target sequence (Q96LD8 whole entry, looked up): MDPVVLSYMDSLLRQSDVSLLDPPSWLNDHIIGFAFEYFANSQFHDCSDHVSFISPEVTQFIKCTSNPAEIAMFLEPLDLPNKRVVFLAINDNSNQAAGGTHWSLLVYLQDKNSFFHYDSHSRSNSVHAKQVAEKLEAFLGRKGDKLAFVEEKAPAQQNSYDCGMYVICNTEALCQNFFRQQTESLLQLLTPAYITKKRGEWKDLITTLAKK
SENP8 block-2 = inhibitors of human SENP8 protease. Q96LD8. recombinant SENP8, Nedd8 substrate fluorescence. inhibition, % at 20 µM. actives 0.64% (n = 360,000). AID 602440; in the data active means inhibition mostly above about 40%, no sharp cut-off; inactive means mostly below about 27%
HKDC1 inhibitor = blocks human hexokinase HKDC1 activity; recombinant HKDC1, G6PDH/diaphorase resazurin coupled fluorescence; actives 0.16% (n = 340,000); Q2TB90; inhibition, % at 20 µM; AID 493160;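 active means inhibition above about 35% when tested at 20 µM, limit read from the data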;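 further: plate controls were DMSO wells with enzyme for no effect and DMSO wells lacking enzyme for full effect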
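Material: recombinant HKDC1 hexokinase; Amount: HKDC1 at 5 µg/mL; Medium: Tris pH 8.0 buffer with MgCl2, Tween-20, BSA, BME; Schedule: 90 min reaction incubation at room temperature, dark; Technique: coupled resazurin fluorescence, excitation 525 nm, emission 613 nm.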
* = called active by the depositor; x = no result given.

The line under a structure holds: SENP7 inh	SENP1 inh	PfGluPho inh	NLRP3 yeast inh	SENP6 inh	Apaf1 inhib	SENP8 block-1	SENP8 block-2	HKDC1 inhibitor
1. Cc1ccccc1-c1nnc(SCC(=O)NC2CCCCC2)o1
  -1	-1	-15	11	-4	-2	2	18	5
2. O=C(c1cc(-c2cccnc2)nc2ccccc12)N1CCN(S(=O)(=O)c2ccc(Cl)s2)CC1
  x	0	-1	x	x	x	x	-1	1
3. COC(=O)[C@@]1(Cc2ccc(OC)cc2)[C@H]2c3cc(C(=O)N(C)C)n(CCc4ccc(OC)c(Br)c4)c3C[C@H]2CN1C(=O)c1ccccc1
  12	x	x	23	-4	16	-7	x	x
4. Cc1cccc(C(=O)NNC(=O)CSc2nnc(C(C)C)n2C)c1
  -15	1	-6	17	-16	-11	-5	2	-6
5. COC(=O)C[C@H](NC(=O)Cn1cnc2c(NCc3ccccc3)ncnc21)C(=O)OC
  8	1	5	x	x	12	x	11	11
6. CCC1C(=O)N=C(SCC(=O)Nc2ccc(C)cc2)N(c2ccccc2)C1=O (stereo unspecified)
  -5	-1	-17	6	-20	13	2	4	0
7. CCC(C(=O)NCCC1=CCCCC1)n1nc(C)c2c(C)n(-c3ccccc3)nc2c1=O (stereo unspecified)
  -1	1	-15	6	7	14	-6	8	-2
8. C=C(C)CNC(=S)N/N=C/c1ccc(N2CCOCC2)cc1
  -8	-3	4	0	-4	-5	-4	-370	-11
9. c1ccc(-c2noc(-c3ccncc3)n2)nc1
  4	-2	-2	-7	81*	-3	79*	6	-14
10. Cc1ccc(C)n1-c1sccc1C(=O)O
  x	12	6	x	x	x	x	-37	26
11. Cc1cc(C(=O)NNC(=O)CCCOc2ccccc2)c(C)o1
  -1	-2	4	16	-8	0	12	4	-2
12. O=C(Nc1ccnc(-c2cccnc2)n1)c1cccs1
  -6	0	9	24	-9	9	-10	4	-6
13. COC(=O)CC1C(=O)NCCN1C(=O)Nc1ccc(Cl)c(Cl)c1 (stereo unspecified)
  -2	4	-5	13	8	0	1	5	-12
14. CCCN(Cc1ccccc1)C(=O)Nc1ccc2c(c1)nnn2C
  2	2	-9	16	-3	-6	-12	-82	-3
15. CNC(=O)c1ccc(NC(=O)C2CCN(S(=O)(=O)c3cccc(C(F)(F)F)c3)CC2)cc1
  5	0	4	18	-10	-22	9	18	8
16. O=C(NCCS(=O)(=O)N1CCN(c2ccccc2)CC1)c1ccc2c(c1)OCO2
  0	-1	6	12	-14	3	-8	2	-4
17. COc1cc(C#N)c(NS(=O)(=O)c2ccc3[nH]c(=O)sc3c2)cc1OC
  12	0	-30	19	-2	-5	-2	-6	-2
18. COc1ccc(Nc2ccc(S(=O)(=O)N3CCCCC3)cc2[N+](=O)[O-])cc1OC
  0	1	-1	18	-13	14	-2	39	13
19. O=P(c1ccccc1)(c1ccccc1)C(c1ccccn1)P(=O)(c1ccccc1)c1ccccc1
  -2	2	-11	-4	-27	-12	0	15	-2
20. COc1ccc(S(=O)(=O)NCC(=O)Nc2cccc(C)c2C)cc1OC
  -5	1	4	17	-2	-11	4	10	-7
21. Cc1occc1-c1nnc(SCC(=O)Nc2nc3ccccc3s2)o1
  7	2	-1	16	1	-7	4	13	-13
22. COc1cccc(CNC(=O)CN2c3cccc4cccc(c34)S2(=O)=O)c1
  -20	-3	5	12	-9	16	-6	-417	0
23. Cc1ccc(C#CC[N+](C)(C)CC#Cc2ccccc2)cc1
  -13	-3	-2	10	-7	0	-12	-25	0
24. Cc1ccc(NC(=S)/N=C(\N)Nc2nc(C)c3ccccc3n2)cc1C
  6	-3	11	12	4	12	-6	8	-6
25. CCN1CCc2c(sc(NC(=O)c3ccc4ccccc4c3)c2C(N)=O)C1
  -5	-29	x	33	-7	40*	-8	-311	x
26. CC(=O)Nc1ccc(S(=O)(=O)N2CCC(N(C)CCC(C)C)CC2)cc1
  4	2	-5	4	-15	19	3	16	-5
27. COc1cc(CN2CCN(C(C)C)C(CCO)C2)ccc1OCc1ccccc1 (stereo unspecified)
  0	1	-2	25	-6	-2	4	13	-12
28. CCSc1ncnc2c1sc1nc(-c3ccco3)c3c(c12)CC(C)(C)OC3
  9	x	x	-3	4	13	3	x	x
29. CCOC(=O)c1c(S(=O)(=O)N2CCCC(C(=O)Nc3ncccc3C)C2)c(C)n(C)c1C (stereo unspecified)
  3	1	1	-4	26	-11	0	-9	-1

Bioassay records deposited in PubChem BioAssay by Sanford-Burnham Center for Chemical Genomics.
